Assay outcomes as filed in PubChem BioAssay.
ROC1-CUL1 inh: human ROC1-CUL1 E3 ligase inhibition; P62877+Q13616; in vitro K48 di-Ub FRET, acceptor:donor ratio, 45 min; inhibition, % at 10 µM; actives 0.6% (n = 140,000); AID 1347404; in the data active means inhibition above about 25%
Target sequence (P62877 whole entry, looked up): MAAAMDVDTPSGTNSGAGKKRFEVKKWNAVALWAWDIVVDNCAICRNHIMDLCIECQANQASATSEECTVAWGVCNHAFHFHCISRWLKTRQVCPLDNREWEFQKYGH
Target sequence (Q13616 whole entry, looked up): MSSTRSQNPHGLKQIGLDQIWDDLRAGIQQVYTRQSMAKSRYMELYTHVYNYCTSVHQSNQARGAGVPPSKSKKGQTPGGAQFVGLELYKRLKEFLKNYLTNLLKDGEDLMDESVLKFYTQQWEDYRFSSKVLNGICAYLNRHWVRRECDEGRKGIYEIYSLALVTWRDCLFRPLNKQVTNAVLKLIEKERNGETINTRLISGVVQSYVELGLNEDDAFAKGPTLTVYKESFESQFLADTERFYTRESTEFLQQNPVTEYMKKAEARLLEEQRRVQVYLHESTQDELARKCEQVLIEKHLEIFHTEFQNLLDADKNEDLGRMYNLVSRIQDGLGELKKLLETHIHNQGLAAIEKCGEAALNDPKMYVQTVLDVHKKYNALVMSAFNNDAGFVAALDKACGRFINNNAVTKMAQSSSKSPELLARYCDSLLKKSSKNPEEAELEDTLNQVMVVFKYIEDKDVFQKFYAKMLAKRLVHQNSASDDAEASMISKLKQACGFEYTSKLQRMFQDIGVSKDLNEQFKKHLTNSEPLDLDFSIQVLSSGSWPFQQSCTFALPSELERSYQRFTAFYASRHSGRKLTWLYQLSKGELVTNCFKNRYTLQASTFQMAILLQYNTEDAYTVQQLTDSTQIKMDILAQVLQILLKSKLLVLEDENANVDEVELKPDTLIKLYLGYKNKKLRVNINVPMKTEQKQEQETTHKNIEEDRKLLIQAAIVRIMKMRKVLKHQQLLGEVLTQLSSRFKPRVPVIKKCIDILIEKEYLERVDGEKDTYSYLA
* marks the source's active call; other numbers are inactive results. An excerpt, so the mix of outcomes need not match the whole.

COc1cccc(N(Cc2nnc3n2CCCCC3)C(=O)Nc2ccccc2)c1
  ROC1-CUL1 inh = -3.4

CCCOc1c(Br)cc(C(N)=O)cc1OCC
  ROC1-CUL1 inh = 1.0

O=S(=O)(c1ccccc1)c1nc(-c2ccccc2Cl)oc1N1CCCCC1
  ROC1-CUL1 inh = 3.3

CCN(c1ccc(C)cc1)S(=O)(=O)c1nnc(NC(=O)c2cccs2)s1
  ROC1-CUL1 inh = -5.9

COc1cc(/C=C2\C(=O)NC(=O)N(c3cc(C)cc(C)c3)C2=O)cc(Br)c1O
  ROC1-CUL1 inh = 6.9

CC(C)(C)C(=O)NC1(C(F)(F)F)NC(=O)N(Cc2ccccc2)C1=O (stereo not given)
  ROC1-CUL1 inh = 7.5

COc1ccc(/C=N/NC(=O)c2cc(C34CC5CC(CC(C5)C3)C4)[nH]n2)cc1
  ROC1-CUL1 inh = 0.5

CC(=O)Nc1ccc(C)cc1-c1nc2ccccc2n(CC(=O)c2ccc(Cl)cc2)c1=O
  ROC1-CUL1 inh = 3.9

Cc1ccc(S(=O)(=O)N(C)CC(=O)NCc2ccc(F)cc2)cc1
  ROC1-CUL1 inh = -2.9

Cc1ccc(N2CCN(c3nc4ccccc4c4nnc(C)n34)CC2)c(C)c1
  ROC1-CUL1 inh = -5.3

CCc1cccc(NC(=O)C2Cc3ccccc3N2C(=O)c2ccccc2)c1 (stereo not given)
  ROC1-CUL1 inh = -0.2

O=C(c1cn[nH]c1)N1CCCC(CCc2ccccc2F)C1 (stereo not given)
  ROC1-CUL1 inh = -1.0

CCOc1ccc(C(=O)c2cn(CC(=O)Nc3ccc(F)cc3)c3cc4c(cc3c2=O)OCCO4)cc1
  ROC1-CUL1 inh = -3.6

Cc1ccc(NC(=O)Cn2cc(C#N)c3ccccc32)c(C)c1
  ROC1-CUL1 inh = -0.5

Cc1ccc(SCCC(=O)NC2CC2)cc1
  ROC1-CUL1 inh = 4.5

COc1ccc(S(=O)(=O)Nc2cc(-c3cn4ccc(C)cc4n3)ccc2C)cc1OC
  ROC1-CUL1 inh = 9.8

CNc1nc2sc(C#N)c(N)c2cc1C#N
  ROC1-CUL1 inh = -2.8

COc1ccc(C(=O)NC(Nc2ccccc2)C(Cl)(Cl)Cl)cc1 (stereo not given)
  ROC1-CUL1 inh = -7.5

CCOCCCNC(=O)c1c(NC(=O)Cc2coc3c(C)c(C)ccc23)sc2c1CCC2
  ROC1-CUL1 inh = -0.3

Cc1cccc(NC(=O)CN2C(=O)S/C(=C/c3c(F)cccc3Cl)C2=O)c1
  ROC1-CUL1 inh = -5.6

O=C(c1ccc([N+](=O)[O-])cc1Cl)n1cnc2ccccc21
  ROC1-CUL1 inh = -0.5

CCOc1ccc(NC(=O)CSc2nnc(C(C)NC(=O)c3ccc(Cl)cc3)n2CC)cc1 (stereo not given)
  ROC1-CUL1 inh = 5.4

COc1ccc2ccccc2c1C1NC(=S)N=C(C)C1C(=O)Nc1ccc(Cl)cc1 (stereo not given)
  ROC1-CUL1 inh = -1.6

Cc1ccc(NC(=O)C2(c3cccs3)CCOCC2)cc1Cl
  ROC1-CUL1 inh = -6.7

O=C(COc1ccccc1)NNC(=S)NC(=O)c1ccccc1
  ROC1-CUL1 inh = -6.6

Cc1oc(-c2cccc(NC(=O)CCc3cccnc3)c2)nc1CNC(=O)C1CC=CCC1 (stereo not given)
  ROC1-CUL1 inh = -9.6

COc1ccc(Cc2nnc(SCC(=O)Nc3ccc4ccccc4c3)o2)cc1
  ROC1-CUL1 inh = -5.0

CCN(CC)CCOC(c1ccccc1)c1ccc(C)cc1 (stereo not given)
  ROC1-CUL1 inh = -2.3

CCN1CCN(S(=O)(=O)CC23CCC(CC2=O)C3(C)C)CC1 (stereo not given)
  ROC1-CUL1 inh = 12.8

Ic1cncc(I)c1
  ROC1-CUL1 inh = 6.7

Cc1cc(C)cc(OCC(=O)N(Cc2ccc(Cl)cc2)C2CCS(=O)(=O)C2)c1 (stereo not given)
  ROC1-CUL1 inh = 1.4

OC(Cc1cccnc1)(Cc1cccnc1)c1cc2ccccc2[nH]1
  ROC1-CUL1 inh = 3.1

COc1ccc(CNC(=O)CCc2c(C)nc3c4cccnc4nn3c2C)cc1
  ROC1-CUL1 inh = 1.6

CC1(C)Cc2nc(N3CCOCC3)ncc2C(NC(=O)CCc2ccccn2)C1 (stereo not given)
  ROC1-CUL1 inh = -1.8

COc1ccc2c(CNCc3ccccc3OC)c(C(=O)O)n(Cc3ccc(F)cc3Cl)c2c1
  ROC1-CUL1 inh = -11.8

COC(=O)C1CCN(C(=O)CC2(c3ccccc3)CC(=O)N(CCCOc3cccnc3)C2=O)CC1 (stereo not given)
  ROC1-CUL1 inh = 7.9

COc1ccc(N2C(=O)CS(=O)(=O)C23C(=O)N(Cc2ccc(C)cc2)c2ccccc23)cc1Cl (stereo not given)
  ROC1-CUL1 inh = -5.9

O=C1CCCc2c1c1cccc3c1n2CCC3
  ROC1-CUL1 inh = 5.3

COc1ccccc1C(=O)OCCSC1NS(=O)(=O)C2CCCCC12 (stereo not given)
  ROC1-CUL1 inh = 4.7

CC(C(=O)Nc1ccc(S(=O)(=O)N2CCCC2)cc1)N(c1ccccc1)S(C)(=O)=O (stereo not given)
  ROC1-CUL1 inh = -6.0

Fc1ccc(Nc2nc3ccccc3c3nncn23)c(Cl)c1
  ROC1-CUL1 inh = -5.9

Cc1ccc(N2CCN(C(=O)c3ccccc3)CC2)cc1Cl
  ROC1-CUL1 inh = 4.7

Cc1c(C(=O)N2CCC(C(=O)Nc3ccc(F)c(Cl)c3)CC2)sc2nc[nH]c(=O)c12
  ROC1-CUL1 inh = 9.1

CC(C)N=C(NC(C)C)c1c(-c2ccc(C(C)(C)C)cc2)cccc1-c1ccc(C(C)(C)C)cc1
  ROC1-CUL1 inh = -5.1

Cc1cccnc1NC(=O)C1CCC1
  ROC1-CUL1 inh = -0.1

COCCN1CCC(CN(CC2CCCO2)C(=O)c2ccc(Cl)s2)CC1 (stereo not given)
  ROC1-CUL1 inh = 3.8

Cc1c(Cc2ccccc2)sc(NC(=S)Nc2ccccc2)c1C(N)=O
  ROC1-CUL1 inh = -2.8

CN(C)n1c2c(c3c(c1=O)C(=O)CC(=O)O3)CCCCC2
  ROC1-CUL1 inh = -5.8

COc1ccc(/C=C2/c3cc(C)ccc3-c3ncccc32)cc1
  ROC1-CUL1 inh = -0.6

CO[C@H]1[C@H](NC(=O)CSC)c2ccccc2C12CCN(Cc1ccc(N3CCCC3)cc1)CC2
  ROC1-CUL1 inh = -2.8

CCO[C@H]1[C@H](NC(=O)c2ccco2)c2ccccc2C12CCN(C(=O)Cc1nonc1C)CC2
  ROC1-CUL1 inh = -4.9

C=C(C)Cc1c(C)nc(SCC)[nH]c1=O
  ROC1-CUL1 inh = 0.7

Cc1oc(-c2cccc(NC(=O)CC(C)C)c2)nc1CNC(=O)CCC(=O)c1ccc(F)cc1
  ROC1-CUL1 inh = 1.3

CC(Sc1nnc(CNc2ccc(Cl)cc2)n1-c1ccccc1)C(=O)N/N=C/c1ccc2ccccc2c1 (stereo not given)
  ROC1-CUL1 inh = 0.0

CN(C)c1ccc(-c2nnc3n(Cc4ccccc4)c(=O)c4ccccc4n23)cc1
  ROC1-CUL1 inh = -0.5

COC(=O)c1cc(CNC(=O)c2ocnc2C)cc(NC(=O)c2ccccc2OC)c1
  ROC1-CUL1 inh = 7.1

c1ccc(-c2nnc(SCCN3CCOCC3)o2)cc1
  ROC1-CUL1 inh = 3.3

N#CC1C(=N)Oc2n[nH]c(-c3ccc(Cl)c(Cl)c3)c2C1C1CCCCC1 (stereo not given)
  ROC1-CUL1 inh = 5.8

CC(=O)Nc1ccc(Br)cn1
  ROC1-CUL1 inh = 6.3

CCOC(=O)c1[nH]ncc1CN1CCCC(N2CCN(c3ccccc3F)CC2)C1 (stereo not given)
  ROC1-CUL1 inh = 3.0

Four entries from above, set out differently:
compound,ROC1-CUL1 inh
OC(Cc1cccnc1)(Cc1cccnc1)c1cc2ccccc2[nH]1,3.1
O=S(=O)(c1ccccc1)c1nc(-c2ccccc2Cl)oc1N1CCCCC1,3.3
CN(C)n1c2c(c3c(c1=O)C(=O)CC(=O)O3)CCCCC2,-5.8
Cc1ccc(S(=O)(=O)N(C)CC(=O)NCc2ccc(F)cc2)cc1,-2.9

(listing goes on)
CCN(CC)C1CCN(C(=O)CCc2nnc(-c3ccccc3)o2)C1 (stereo not given)
  ROC1-CUL1 inh = 4.7

COC(=O)C(NC(C)=O)(Nc1nc2ccc(C(C)C)cc2s1)C(F)(F)F (stereo not given)
  ROC1-CUL1 inh = 0.3

COc1ccccc1NC(=O)N1CCN(c2nnc(C)c3c(C)n(-c4ccccc4)nc23)CC1
  ROC1-CUL1 inh = 2.0

COc1ccc(-c2cc(C(F)(F)F)c(C#N)c(SCC(=O)Nc3sc4c(c3C#N)CCCC4)n2)c(OC)c1
  ROC1-CUL1 inh = -3.4

Cc1cc(Br)ccc1NC(=O)CSc1nnc(CNC(=O)COc2ccc(C(C)C)cc2)n1C
  ROC1-CUL1 inh = -3.0

CN(CC(=O)NC1CCCN(C2CCCCCC2)C1)Cc1cccnc1 (stereo not given)
  ROC1-CUL1 inh = 6.4

CCOC(=O)N1CCC2(CC1)c1c(C)nn(-c3cccc(Cl)c3)c1OC(=N)C2C#N (stereo not given)
  ROC1-CUL1 inh = -5.8

Brc1csc(Br)c1-c1c(Br)csc1Br
  ROC1-CUL1 inh = 6.4

O=C1CCCC(=O)C1=Cc1c[nH]c2ccccc12
  ROC1-CUL1 inh = 14.9

COc1ccc(CCNC(=O)c2ccc(Cn3c(=O)[nH]c4cc(OC)c(OC)cc4c3=O)cc2)cc1OC
  ROC1-CUL1 inh = 5.5

O=C(NCc1cccs1)c1ccc(CSc2nc3cccnc3n2Cc2ccccc2)cc1
  ROC1-CUL1 inh = -4.4

CC(C)S(=O)(=O)N1CCC(C2CCN(Cc3ccc(Cl)cc3)C2)CC1 (stereo not given)
  ROC1-CUL1 inh = -2.6

O=C(Cn1c2ccccc2n2ncnc12)c1ccco1
  ROC1-CUL1 inh = -3.6

O=C1SC(SCc2ccccc2Cl)=N/C1=C\C=C\c1ccco1
  ROC1-CUL1 inh = 88.1*

O=C(NCCc1ccccc1)C1CCCN(C2CCN(C(=O)C3CCC3)CC2)C1 (stereo not given)
  ROC1-CUL1 inh = -3.2

Cn1cc(CN2CCCC(CCc3c(F)cccc3F)C2)cn1 (stereo not given)
  ROC1-CUL1 inh = 0.8

Cn1ncnc1-c1ccnc(NCCCc2ccncc2)n1
  ROC1-CUL1 inh = -8.6

COc1ccc(C2=C(/C=N/Nc3ccc([N+](=O)[O-])cc3[N+](=O)[O-])C(c3ccccc3)c3ccccc3O2)cc1OC (stereo not given)
  ROC1-CUL1 inh = 4.1

O=C(CN1CCN(c2ccccc2F)CC1)Nc1ccc(F)c(F)c1F
  ROC1-CUL1 inh = -0.5

COc1cccc(NC(=O)C2C(=O)N(C)c3ccccc32)c1 (stereo not given)
  ROC1-CUL1 inh = 0.0

CCCCNC(=O)N1CCC(C2CCN(Cc3cccnc3)CC2)C1 (stereo not given)
  ROC1-CUL1 inh = -18.9

O=C(Oc1ccc(Br)cc1)C(c1ccccc1)c1ccccc1
  ROC1-CUL1 inh = -6.5

O=C(Nc1nc2ccc(Cc3ccc4nc(NC(=O)C5CCCCC5)sc4c3)cc2s1)C1CCCCC1
  ROC1-CUL1 inh = -5.4

Cc1c(NC(=O)c2ccc(Br)o2)cccc1-c1nc2ccccc2o1
  ROC1-CUL1 inh = -3.3

CC(C)c1cc(C(=O)N/N=C/c2cc3c(cc2[N+](=O)[O-])OCO3)c(O)c(C(C)C)c1
  ROC1-CUL1 inh = 3.7

COc1cc(/C=C2/SC(=O)N(CC(=O)N3CCN(c4ccccc4)CC3)C2=O)cc(Cl)c1OCc1ccccc1C#N
  ROC1-CUL1 inh = 0.4

CCOc1cc(CNC(=O)Cn2c(=O)c3cccn3c3ccc(F)cc32)cc(OCC)c1OCC
  ROC1-CUL1 inh = -3.1

Cc1ccc(-n2nnc(C(=O)Nc3cccc(Cl)c3C)c2C)c(C)c1
  ROC1-CUL1 inh = 4.6

CC(=O)Nc1ccc(NC(=O)CCc2ccc(S(=O)(=O)NC(C)c3ccccc3)cc2)cc1 (stereo not given)
  ROC1-CUL1 inh = 3.0

CSc1ccc(CNc2ccc(F)cc2)cc1
  ROC1-CUL1 inh = -10.0

5 entries already listed, ordered by their value in ROC1-CUL1 inh, falling.
structure | ROC1-CUL1 inh
Cc1ccc(-n2nnc(C(=O)Nc3cccc(Cl)c3C)c2C)c(C)c1 | 4.6
CNc1nc2sc(C#N)c(N)c2cc1C#N | -2.8
Cc1ccc(N2CCN(c3nc4ccccc4c4nnc(C)n34)CC2)c(C)c1 | -5.3
O=C(Oc1ccc(Br)cc1)C(c1ccccc1)c1ccccc1 | -6.5
COc1ccc2c(CNCc3ccccc3OC)c(C(=O)O)n(Cc3ccc(F)cc3Cl)c2c1 | -11.8

(further entries)
Cc1csc(SCC(=O)N(c2ccccc2)c2ccccc2)n1
  ROC1-CUL1 inh = 0.0

CCCN(CCC)S(=O)(=O)c1ccc(NS(=O)(=O)c2ccc(OC)cc2)cc1
  ROC1-CUL1 inh = 1.7

Nc1nnc(CC(=O)N/N=C/c2ccc(F)cc2)s1
  ROC1-CUL1 inh = 9.1

COc1ccc(S(=O)(=O)Nc2nnc(Cc3ccc(OC)c(OC)c3)s2)cc1
  ROC1-CUL1 inh = 2.3

CCOC(=O)c1ccc(-c2ccc(Br)cc2)o1
  ROC1-CUL1 inh = -12.8

Cc1ccc2onc(CC(=O)Nc3cccc(F)c3)c2c1
  ROC1-CUL1 inh = 6.5

CC1(C)Cc2ccccc2C(c2sc3nc4c(cc3c2N)CCCCC4)=N1
  ROC1-CUL1 inh = -7.0

COc1cc(C2CCN(CC3CC3)c3ccccc3S2)cc(OC)c1OC (stereo not given)
  ROC1-CUL1 inh = 5.4

COC(=O)C1=C(C)N=C(C)C(C(=O)OC)C1c1cn(-c2ccccc2)nc1-c1ccc(OCc2ccccc2)cc1 (stereo not given)
  ROC1-CUL1 inh = 2.7

Cc1ccc(CNC(=O)c2ccc(-c3nc(CS(=O)(=O)c4ccc(C)cc4)c(C)o3)cc2)cc1
  ROC1-CUL1 inh = 3.0

COC(=O)C(NC(=O)c1ccccc1Cl)(Nc1nc(C2CC2)cs1)C(F)(F)F (stereo not given)
  ROC1-CUL1 inh = -0.4

O=c1[nH]c2ccc(S(=O)(=O)N3CCN(Cc4ccccc4)CC3)cc2[nH]1
  ROC1-CUL1 inh = 8.2

O=C(NCC1(c2ccccc2)CCCC1)c1ccco1
  ROC1-CUL1 inh = -3.3
